T cell modulator = T cell immune modulation candidate | 2C CD8+ T cell-vesicle binding, flow cytometry; hits give low values | calls only at 7 µM | 330,000 compounds, 0.068% hits | AID 2052;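 active = response, share of CD8 T cells binding vesicles, and their 90th percentile fluorescence all below set limits, cut at about 80% in these data, passing the limit was not always enough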
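Assay system: 2C TCR transgenic mouse naive CD8+ T cells, MACS-purified | Read-out: CD8+ gate FL2 mean fluorescence as % of same-row positive control | Signal: High-throughput flow cytometry with anti-B7-1 and anti-CD8 staining | Timing: Binding step 1.5 h, 37 °C, antibody labelling 20 min, ice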
Hep lipid drop = hepatic lipid droplet formation modulation | 240,000 compounds, 0.4% hits | inhibition, % at 6.5 µM | AML12 mouse hepatocytes, oleate lipid droplets, BODIPY imaging;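 active = lipid droplet intensity inhibited by at least 50%, with more than 500 cells counted; inconclusive = wells with under 300 cells, treated as cytotoxic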
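Material – mouse AML12 hepatocyte cell line, fixed after treatment · Compound dosing – one dose, 6.5 µM compound · Times – compound with oleate, overnight · Measured by – Image-based BODIPY and DAPI two-channel analysis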
Hep lipid drop cells 6.5 µM = also measured in Hep lipid drop; calls as there; cell count; measured here: cell count, cytotoxicity flag;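 cells counted across two imaged fields per well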
T cell modulator vesicle-bound % = second read-out of T cell modulator, no call of its own (marks repeat the call); double positive events, %; measured here: CD8+ vesicle-bound cell fraction;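 binding gate set so that unloaded-vesicle control wells show 10% double positive cells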
* marks the source's active call; other numbers are inactive results.

For Cc1cccc(NS(=O)(=O)c2ccc3c(c2)NC(=O)CO3)c1C the results were T cell modulator inactive, Hep lipid drop 1, Hep lipid drop cells 6.5 µM 681 and T cell modulator vesicle-bound % 41.
CCOc1ccc(-n2nnnc2SCC(=O)NC2CCCC2)cc1 was read as T cell modulator inactive, Hep lipid drop 0, Hep lipid drop cells 6.5 µM 804 and T cell modulator vesicle-bound % 45.
Screening CC(C)N1CCc2c(sc(NC(=O)Cc3ccccc3)c2C#N)C1 returned T cell modulator inactive, Hep lipid drop -11, Hep lipid drop cells 6.5 µM 698 and T cell modulator vesicle-bound % 32.
CC(C)(Oc1ccc(Cl)cc1)C(=O)Nc1ccc(S(=O)(=O)Nc2ncccn2)cc1 was read as T cell modulator inactive, Hep lipid drop 12, Hep lipid drop cells 6.5 µM 820 and T cell modulator vesicle-bound % 36.
`O=C(c1ccc(F)c(F)c1)N1CCCc2ccccc21` gave T cell modulator inactive, Hep lipid drop 5, Hep lipid drop cells 6.5 µM 782 and T cell modulator vesicle-bound % 54.
`CCc1nnc(NC(=O)C2CC(=O)N(C3CCCC3)C2)s1` (stereo unspecified) gave T cell modulator inactive, Hep lipid drop -31, Hep lipid drop cells 6.5 µM 809 and T cell modulator vesicle-bound % 25.
Screening CC(C)C(C(=O)NCc1ccco1)N(CC1CCCO1)C(=O)CNS(=O)(=O)c1ccc(F)cc1 (stereo unspecified) returned T cell modulator inactive, Hep lipid drop -9, Hep lipid drop cells 6.5 µM 816 and T cell modulator vesicle-bound % 46.
For O=C1OC(c2ccc(F)cc2)=N/C1=C\C=C/c1ccccc1 the results were T cell modulator inactive, Hep lipid drop -26, Hep lipid drop cells 6.5 µM 736 and T cell modulator vesicle-bound % 54.
Screening CC(C)c1ccc(N(C(=O)CNC(=O)c2ccco2)C(C(=O)NC2CCCC2)c2cccnc2)cc1 (stereo unspecified) returned T cell modulator inactive, Hep lipid drop -8, Hep lipid drop cells 6.5 µM 725 and T cell modulator vesicle-bound % 37.
Screening CCC1C(=O)NCCN1C(=O)c1ccc(OC)c(OC2CCN(C(C)=O)CC2)c1 (stereo unspecified) returned T cell modulator inactive, Hep lipid drop -2, Hep lipid drop cells 6.5 µM 802 and T cell modulator vesicle-bound % 14.
Screening COC1CCN(C(=O)C2CCC(=O)N(C3CCCCCC3)C2)CC1 (stereo unspecified) returned T cell modulator inactive, Hep lipid drop -1, Hep lipid drop cells 6.5 µM 647 and T cell modulator vesicle-bound % 26.
Cc1ccc(C(=O)Nc2cccc(NC(=O)c3ccc(C)c([N+](=O)[O-])c3)n2)cc1[N+](=O)[O-] was read as T cell modulator inactive, Hep lipid drop -8, Hep lipid drop cells 6.5 µM 827 and T cell modulator vesicle-bound % 25.
For Cc1nc2cc(-c3ccc(Br)cc3)[nH]n2c(=O)c1Cl the results were T cell modulator inactive, Hep lipid drop -1, Hep lipid drop cells 6.5 µM 791 and T cell modulator vesicle-bound % 61.
`C=CCc1cccc(/C=N/NC(=O)C[n+]2ccccc2)c1O` gave T cell modulator inactive, Hep lipid drop 4, Hep lipid drop cells 6.5 µM 807 and T cell modulator vesicle-bound % 33.
Screening CCOc1ccc(C(=O)Nc2ccc(CN3CCOCC3)cc2)cc1Cl returned T cell modulator inactive, Hep lipid drop -6, Hep lipid drop cells 6.5 µM 797 and T cell modulator vesicle-bound % 60.

Quoted at random: four records from the list, in no set order.
`C=CCc1cccc(/C=N/NC(=O)C[n+]2ccccc2)c1O` gave T cell modulator inactive, Hep lipid drop 4, Hep lipid drop cells 6.5 µM 807 and T cell modulator vesicle-bound % 33.
Screening CC(C)c1ccc(N(C(=O)CNC(=O)c2ccco2)C(C(=O)NC2CCCC2)c2cccnc2)cc1 (stereo unspecified) returned T cell modulator inactive, Hep lipid drop -8, Hep lipid drop cells 6.5 µM 725 and T cell modulator vesicle-bound % 37.
CC(C)(Oc1ccc(Cl)cc1)C(=O)Nc1ccc(S(=O)(=O)Nc2ncccn2)cc1 was read as T cell modulator inactive, Hep lipid drop 12, Hep lipid drop cells 6.5 µM 820 and T cell modulator vesicle-bound % 36.
Screening CC(C)N1CCc2c(sc(NC(=O)Cc3ccccc3)c2C#N)C1 returned T cell modulator inactive, Hep lipid drop -11, Hep lipid drop cells 6.5 µM 698 and T cell modulator vesicle-bound % 32.

Other records follow:
CCOC(=O)c1cc(C)sc1NC(=O)CSC1=NCCS1 was read as T cell modulator inactive, Hep lipid drop -3, Hep lipid drop cells 6.5 µM 863 and T cell modulator vesicle-bound % 22.
Screening N#Cc1nc(-c2ccc(F)cc2)oc1N1CCN(C(=O)c2ccco2)CC1 returned T cell modulator inactive, Hep lipid drop 0, Hep lipid drop cells 6.5 µM 861 and T cell modulator vesicle-bound % 64.
For COc1ccc(CCNC(=O)C(=O)NCC2OCCN2S(=O)(=O)c2cc(F)ccc2F)cc1 (stereo unspecified) the results were T cell modulator inactive, Hep lipid drop 8, Hep lipid drop cells 6.5 µM 777 and T cell modulator vesicle-bound % 30.
`Cn1c(CNC(=O)C2CCC(=O)N(CCc3cccc(F)c3)C2)nc2ccccc21` (stereo unspecified) gave T cell modulator inactive, Hep lipid drop 8, Hep lipid drop cells 6.5 µM 727 and T cell modulator vesicle-bound % 33.
O=C(Cn1cnc(S(=O)(=O)N2CCCCC2)c1)N1CCN(c2ccc([N+](=O)[O-])cc2)CC1 was read as T cell modulator inactive, Hep lipid drop -4, Hep lipid drop cells 6.5 µM 663 and T cell modulator vesicle-bound % 40.
`CC(C)(C)C(=O)CNS(=O)(=O)c1ccc(S(=O)(=O)NC2CC2)cc1` gave T cell modulator inactive, Hep lipid drop -3, Hep lipid drop cells 6.5 µM 841 and T cell modulator vesicle-bound % 14.
For COc1ccccc1C(=O)NCCC(=O)N(Cc1ccco1)Cc1cccs1 the results were T cell modulator inactive, Hep lipid drop -32, Hep lipid drop cells 6.5 µM 569 and T cell modulator vesicle-bound % 27.
Screening CC1CCN(CCCNS(=O)(=O)c2ccc3c(c2)CCN3C(=O)C2CC2)CC1 returned T cell modulator inactive, Hep lipid drop -2, Hep lipid drop cells 6.5 µM 691 and T cell modulator vesicle-bound % 31.
Screening CCCC[C@H]1COCCS(=O)(=O)N1Cc1ccc(Br)cc1 returned T cell modulator inactive, Hep lipid drop -10, Hep lipid drop cells 6.5 µM 792 and T cell modulator vesicle-bound % 9.
For CCCCSc1nc2sc3c(c2c(=O)[nH]1)CC(C)(CC)OC3 (stereo unspecified) the results were T cell modulator inactive, Hep lipid drop 7, Hep lipid drop cells 6.5 µM 636 and T cell modulator vesicle-bound % 19.
CC(C)(C)c1ccc(C2=CSC3=NCCN23)cc1 was read as T cell modulator inactive, Hep lipid drop -17, Hep lipid drop cells 6.5 µM 818 and T cell modulator vesicle-bound % 60.
`O=C(Cn1c(=O)n(CC(=O)N2CCCCC2)c(=O)c2sccc21)NCc1ccccc1` gave T cell modulator inactive, Hep lipid drop -1, Hep lipid drop cells 6.5 µM 697 and T cell modulator vesicle-bound % 7.
CCN(CC(=O)Nc1c(F)cccc1F)C(=O)c1cccnc1SC was read as T cell modulator inactive, Hep lipid drop -6, Hep lipid drop cells 6.5 µM 681 and T cell modulator vesicle-bound % 67.
Screening CCN(CC)c1ccc(N2C(=NC(=O)C3CC3)SC3CS(=O)(=O)CC32)cc1 (stereo unspecified) returned T cell modulator inactive, Hep lipid drop -1, Hep lipid drop cells 6.5 µM 641 and T cell modulator vesicle-bound % 10.
Screening Cc1ccc(C)c(NC(=O)Nn2cnnc2)c1 returned T cell modulator inactive, Hep lipid drop -2, Hep lipid drop cells 6.5 µM 819 and T cell modulator vesicle-bound % 7.
CC1CC(C)CN(CCCNC(=O)CN2C(=O)c3cccnc3Oc3ccccc32)C1 (stereo unspecified) was read as T cell modulator inactive, Hep lipid drop -5, Hep lipid drop cells 6.5 µM 764 and T cell modulator vesicle-bound % 46.
Screening CCOC(=O)N1CCN(C(=O)c2ccc3c(c2)NC(=O)/C(=C\c2cccc(C)c2)S3)CC1 returned T cell modulator inactive, Hep lipid drop -22, Hep lipid drop cells 6.5 µM 768 and T cell modulator vesicle-bound % 17.
Screening C[C@@H](NC(=O)[C@@H]1Cc2ccccc2CN1C(=O)OC(C)(C)C)C(=O)NC1CCCCC1 returned T cell modulator inactive, Hep lipid drop 16, Hep lipid drop cells 6.5 µM 700 and T cell modulator vesicle-bound % 19.
`CCC(C)NS(=O)(=O)c1ccc(NC(=O)C2CCN(C(=O)c3ccco3)CC2)cc1` (stereo unspecified) gave T cell modulator inactive, Hep lipid drop 2, Hep lipid drop cells 6.5 µM 794 and T cell modulator vesicle-bound % 32.
Screening Cc1cccc(C(=O)NCCC(=O)Nc2ccc(F)c([N+](=O)[O-])c2)c1 returned T cell modulator inactive, Hep lipid drop -6, Hep lipid drop cells 6.5 µM 839 and T cell modulator vesicle-bound % 38.
Screening O=C(c1cccc(F)c1)N1CCN(Cc2ccc3c(c2)OCO3)CC1 returned T cell modulator inactive, Hep lipid drop 0, Hep lipid drop cells 6.5 µM 828 and T cell modulator vesicle-bound % 54.
For COc1ccc(C(CNC(=O)C(C)(C)Oc2ccc(Cl)cc2)N2CCCCC2)cc1 (stereo unspecified) the results were T cell modulator inactive, Hep lipid drop -11, Hep lipid drop cells 6.5 µM 567 and T cell modulator vesicle-bound % 32.
Screening CCn1cc(C(=O)NC2CCCCCC2)c(=O)c2ccc(C)nc21 returned T cell modulator inactive, Hep lipid drop -1, Hep lipid drop cells 6.5 µM 784 and T cell modulator vesicle-bound % 17.
For COc1ccccc1/C=C/c1nc(S(=O)(=O)c2ccccc2)c(N2CCC(C(N)=O)CC2)o1 the results were T cell modulator inactive, Hep lipid drop 12, Hep lipid drop cells 6.5 µM 737 and T cell modulator vesicle-bound % 50.
Screening CCOc1ccccc1C(=O)Nc1ccc(NC(=O)c2ccccc2)cc1 returned T cell modulator inactive, Hep lipid drop 3, Hep lipid drop cells 6.5 µM 802 and T cell modulator vesicle-bound % 33.
`COc1ccc(CCN(C)C2CCCN(S(=O)(=O)c3ccc(C)cc3)C2)cc1OC` (stereo unspecified) gave T cell modulator inactive, Hep lipid drop -14, Hep lipid drop cells 6.5 µM 761 and T cell modulator vesicle-bound % 61.
`Cc1cccc(NC(=O)CSc2cccc3cccnc23)c1C` gave T cell modulator inactive, Hep lipid drop -10, Hep lipid drop cells 6.5 µM 781 and T cell modulator vesicle-bound % 53.
Screening Cc1nc(-c2ccc(NC(=O)C3CC3)cc2)cs1 returned T cell modulator inactive, Hep lipid drop inconclusive and T cell modulator vesicle-bound % 10.
COc1cc(C)ccc1OCc1cc(C(=O)N(Cc2c(C)nn(C)c2C)C2CC2)no1 was read as T cell modulator inactive, Hep lipid drop -22, Hep lipid drop cells 6.5 µM 654 and T cell modulator vesicle-bound % 36.
COc1cccc(/C=N/NC(=O)c2cccc3ccccc23)c1 was read as T cell modulator inactive, Hep lipid drop -2, Hep lipid drop cells 6.5 µM 783 and T cell modulator vesicle-bound % 56.

Next part (2 carried over from the part before).
COc1cc(C)ccc1OCc1cc(C(=O)N(Cc2c(C)nn(C)c2C)C2CC2)no1 was read as T cell modulator inactive, Hep lipid drop -22, Hep lipid drop cells 6.5 µM 654 and T cell modulator vesicle-bound % 36.
COc1cccc(/C=N/NC(=O)c2cccc3ccccc23)c1 was read as T cell modulator inactive, Hep lipid drop -2, Hep lipid drop cells 6.5 µM 783 and T cell modulator vesicle-bound % 56.
Screening CCOc1ccccc1CNC(=O)Cn1nc(C)c2c(C)n(-c3ccc(C)cc3)nc2c1=O returned T cell modulator inactive, Hep lipid drop 7, Hep lipid drop cells 6.5 µM 723 and T cell modulator vesicle-bound % 22.
Screening CCOc1ccc(N2CC(C(=O)Nc3ccc(S(=O)(=O)NCC4CCCO4)cc3)CC2=O)cc1 (stereo unspecified) returned T cell modulator inactive, Hep lipid drop -1, Hep lipid drop cells 6.5 µM 756 and T cell modulator vesicle-bound % 24.
For NC(=O)C1CCN(C(=O)C2CCC(=O)N(Cc3ccc(Cl)cc3)C2)CC1 (stereo unspecified) the results were T cell modulator inactive, Hep lipid drop 8, Hep lipid drop cells 6.5 µM 685 and T cell modulator vesicle-bound % 38.
For COc1ccccc1CNC(=O)Cn1cnnn1 the results were T cell modulator inactive, Hep lipid drop -1, Hep lipid drop cells 6.5 µM 860 and T cell modulator vesicle-bound % 22.
For COc1ccc(NC(=O)C2=CC(c3ccco3)=NS(=O)(=O)N2C)cc1 the results were T cell modulator inactive, Hep lipid drop 5, Hep lipid drop cells 6.5 µM 821 and T cell modulator vesicle-bound % 45.
For CCCn1nc(NC(=O)C(C)(C)C)c2cc3cc(OC)ccc3nc21 the results were T cell modulator inactive, Hep lipid drop 12, Hep lipid drop cells 6.5 µM 896 and T cell modulator vesicle-bound % 10.
For CC(NC(=O)CN1CCCC1)c1ccccc1 (stereo unspecified) the results were T cell modulator inactive, Hep lipid drop 4, Hep lipid drop cells 6.5 µM 754 and T cell modulator vesicle-bound % 56.
`CC(C)(C)CC(=O)Nc1ccccc1N1CCN(c2ccc(F)cc2)CC1` gave T cell modulator inactive, Hep lipid drop -9, Hep lipid drop cells 6.5 µM 806 and T cell modulator vesicle-bound % 3.

Not all compounds are listed; count on the stated rates, not on these rows.
